PLCb3 inh: PLC-beta3 (human) inhibition, primary screen; Q01970; Purified PLC-beta3, fluorogenic substrate, fluorescence; inhibition, % at 12.2 µM; 370,000 compounds, 0.18% hits; AID 720704; in the data active means inhibition above about 11%;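 further: 0% = median of compound wells on plate and 100% = full blocker control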
Rev-erbA mod: modulates human Rev-erb alpha binding to DNA; 370,000 compounds, 0.79% hits; Rev-erbα–FITC-DNA binding, fluorescence polarization, 90 min; P20393; activity, % at 10 µM;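 active means activity above about 14%, limit read from the data; passing the limit was not always enough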;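 further: 0% = DMSO wells with 35 nM protein and 100% = DMSO wells with 750 nM protein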
SMARCA2 act: activators of SMARCA2 function | 370,000 compounds, 1% hits | MG213 cells, MMTV-luciferase reporter, dexamethasone, overnight | activation, % at 9.1 µM; in the data active means activation above about 7.8%;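 further: 0% = vehicle wells and 100% = reference activator wells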
DAX1 inh-1: blocks DAX1 repression of SF-1 activated StAR promoter; inhibition, % at 6.8 µM; 370,000 compounds, 1.1% hits; HEK293T StAR-luciferase reporter, SF-1/DAX-1 repression relief; AID 652010;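 active means inhibition above the mean over all tested compounds plus 3 SD, cut at about 3.6% in these data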;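 further: 0% = DAX-1 cells with DMSO and 100% = cells lacking DAX-1 with DMSO; higher inhibition means more luminescence from relief of DAX-1 repression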
DAX1 inh-2: inhibitors of human orphan nuclear receptor DAX1 (NR0B1); P51843; HEK293 Gal4-DAX1 luciferase reporter, luminescence; inhibition, % at 6.75 µM; 340,000 compounds, 0.99% hits; AID 504766;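 active means inhibition above the mean over all tested compounds plus 3 SD, cut at about 4.2% in these data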;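 further: 0% = DAX1-transfected cells with DMSO and 100% = empty-vector control cells with DMSO; inhibition shows as a rise in luminescence from relieved DAX1 repression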
Target sequence (P51843 207-470 limits assumed): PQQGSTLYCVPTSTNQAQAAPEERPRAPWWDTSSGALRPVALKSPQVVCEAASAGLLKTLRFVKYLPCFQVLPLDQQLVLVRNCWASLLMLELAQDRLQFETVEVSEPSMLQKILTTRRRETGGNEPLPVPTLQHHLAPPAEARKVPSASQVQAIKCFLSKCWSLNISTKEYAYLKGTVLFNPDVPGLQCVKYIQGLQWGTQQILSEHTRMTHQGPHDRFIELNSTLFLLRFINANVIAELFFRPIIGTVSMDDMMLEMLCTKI
sPLA2-III inh: Blocks human group III sPLA2 activity; QFRET BODIPY PC-A2 liposome hydrolysis, fluorescence; inhibition, % at 12.2 µM; 370,000 compounds, 0.56% hits;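 active means inhibition above mean plus 3 SD of compounds lying within the high and low control bounds, cut at about 19% in these data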;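 further: 0% = median of test compound wells and 100% = no enzyme DMSO wells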
Target sequence (Q9NZ20 whole entry, looked up): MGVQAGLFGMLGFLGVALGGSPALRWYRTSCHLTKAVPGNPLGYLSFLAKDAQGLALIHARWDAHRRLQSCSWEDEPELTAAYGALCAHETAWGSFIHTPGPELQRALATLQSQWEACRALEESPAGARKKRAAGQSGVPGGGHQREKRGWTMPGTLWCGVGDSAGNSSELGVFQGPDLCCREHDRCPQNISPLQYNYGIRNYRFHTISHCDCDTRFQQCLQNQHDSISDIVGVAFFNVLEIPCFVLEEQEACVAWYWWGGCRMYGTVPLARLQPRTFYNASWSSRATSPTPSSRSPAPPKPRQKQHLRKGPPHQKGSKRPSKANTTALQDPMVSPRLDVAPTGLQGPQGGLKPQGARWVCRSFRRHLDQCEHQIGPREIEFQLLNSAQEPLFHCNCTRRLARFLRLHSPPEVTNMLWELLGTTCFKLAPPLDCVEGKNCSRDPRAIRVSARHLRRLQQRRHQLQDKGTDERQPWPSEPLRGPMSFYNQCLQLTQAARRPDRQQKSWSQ
hcDAF12 agonist: activates DAF-12 receptor from parasite H. contortus; HEK293 hcDAF-12 lit1-tk-luc reporter, luminescence; 0% DMSO, 100% Δ7-dafachronic acid; activation, % at 6.8 µM; 370,000 compounds, 1.4% hits;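 active means activation above the mean of all tested compounds plus 3 SD, cut at about 5.5% in these data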;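 further: 100% = response to 3 µM Δ7-dafachronic acid high control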
GAA850 FXN act: increases GAA850 frataxin promoter reporter activity | activation, % at 6 µM | HEK293 lucGAA850 FXN promoter luciferase reporter, 24 h; percent of 10 µM SAHA response | 360,000 compounds, 0.56% hits | AID 540364;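 active means activation above the average of all compounds screened plus 3 SD, cutoff fixed separately per campaign, cut at about 7.5% in these data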;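 further: 0% = DMSO wells and 100% = 10 µM SAHA wells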
ssDAF-12 act: activators of S. stercoralis DAF-12 nuclear receptor; 370,000 compounds, 1% hits; HEK293 ssDAF-12/GRIP1 lit1-tk-luc reporter, luminescence; % of 3 µM dafachronic acid response; activation, % at 6.8 µM;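 active means activation above the mean over all tested compounds plus 3 SD, cut at about 0.9% in these data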;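 further: 0% = DMSO-only wells and 100% = 3 µM delta7-dafachronic acid wells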
hgDAF12 agonist: activates the H. glycines DAF-12 receptor ligand-binding domain; AID 687014; 370,000 compounds, 1.8% hits; activation, % at 6.8 µM; HEK293 GAL4-hgDAF12 UAS-luciferase reporter, agonist luminescence; normalized to butyrate control;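 active means activation above a cutoff set at the mean of all screened compounds plus 3 SD, cut at about 10% in these data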;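 further: 0% = DMSO wells and 100% = sodium butyrate wells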
PG9 Ab binder: small molecules binding HIV-1 gp120 antibody PG9; TR-FRET gp120-PG9 antibody binding; inhibition, % at 6.7 µM; 360,000 compounds, 0.43% hits; in the data active means inhibition above about 8.5%
Active calls of the source: *; i = inactive; . = no result given.

SMILES	PLCb3 inh	Rev-erbA mod	SMARCA2 act	DAX1 inh-1	DAX1 inh-2	sPLA2-III inh	hcDAF12 agonist	GAA850 FXN act	ssDAF-12 act	hgDAF12 agonist	PG9 Ab binder
O=C(Nc1cc(C(F)(F)F)ccc1F)C1CCC1	1	-1	2	-0.8	-1.1	5	0.3	0.5	-1.2	1.3	0.2
CCOC(=O)Cn1c(CN(Cc2ccccc2)Cc2ccccc2)nc2c1c(=O)n(C)c(=O)n2C	1	-4	-1	-0.9	-0.7	-12	-1.9	-3.0	-1.4	-1.3	-1.3
CC(C)c1ccc(C2(C)NC(=O)N(C(C)C(=O)Nc3ccc(N4CCOCC4)cc3)C2=O)cc1 (centres undefined)	2	1	0	-1.4	1.0	2	-1.6	-1.7	-1.1	3.0	-2.2
O=C(c1cccc(S(=O)(=O)N2CCCC2)c1)c1nnc(-c2ccncc2)o1	-1	-2	1	-0.7	-0.7	0	-1.9	1.1	-1.7	-1.1	-3.2
CCN(CC)S(=O)(=O)c1ccc(NC=C(C#N)C#N)cc1	-9	0	-5	-0.8	-1.3	11	-1.6	1.0	-0.8	-1.5	1.0
O=C(CNC(c1ccccc1)c1ccccc1)Nc1ccccc1Br	-4	9	-3	-0.4	1.1	-13	-1.4	0.8	-1.5	-1.2	-2.2
Cc1cccc2cc(CN(Cc3ccccc3)C(=O)c3cccc(F)c3)c(Cl)nc12	0	-5	-1	0.1	-1.3	0	-0.8	-2.1	-0.7	1.3	0.2
CCC(C)C(=O)Nc1cc([N+](=O)[O-])ccc1Cl (centres undefined)	5	-2	1	-0.6	-1.4	3	1.2	0.5	-1.2	-1.2	-4.2
O=C(CNC(=O)c1cccs1)N=Nc1c(O)[nH]c2ccc(Br)cc12	-5	-1	-3	-0.1	0.2	-8	-0.8	1.1	-0.4	-1.6	-4.7
Cc1ccccc1CN1CCN(C(=O)[C@H]2O[C@@H](n3ccc(=O)[nH]c3=O)[C@H](O)[C@@H]2O)CC1	0	3	-5	-1.4	.	3	1.6	.	-1.3	0.1	2.1
CCCCNC(=O)/C=C/c1ccc(S(=O)(=O)Nc2ccc(OC)cc2)cc1	-2	-1	-1	-1.1	-0.7	-9	-1.1	-0.2	-0.6	0.1	-1.9
COc1ccc2[nH]c3c(c2c1)CCN1C(=O)C(CC(=O)NCCc2ccccn2)C[C@H](C(=O)N(C(C)C)C(C)C)[C@@]31C (some centres undefined)	1	4	-1	-0.6	0.3	0	-0.5	-1.7	-1.3	-0.8	0.4
O=C1NC(=S)S/C1=C\c1cc(Cl)cc(Cl)c1O	-417	-4	2	-0.5	0.8	-22	-0.9	-2.4	-0.6	2.2	-1.3
COc1cccc(N(C(=O)Cn2nnc(-c3ccc(C)o3)n2)C(C(=O)NC(C)(C)C)c2cccs2)c1 (centres undefined)	0	-1	-2	-0.7	1.3	-8	-2.7	-2.8	-1.6	-2.6	1.1
Cc1cccc(N2CCN(S(=O)(=O)c3ccc4c(c3)C(C)(C)C(=O)N4C)CC2C)c1 (centres undefined)	-3	-4	-2	-2.1	0.4	-1	0.1	-0.3	-1.2	0.8	-1.5
CCC(=O)N1CCN(c2cc(C)ccc2C)CC1	-1	-4	-5	0.7	0.9	6	-1.4	-0.1	-1.0	-1.0	2.2
COc1ccc(Cl)cc1NC(=O)COC(=O)C1=NNC(=O)CC1	4	0	1	-0.1	0.4	2	-0.5	-2.8	-0.4	0.1	-1.9
CCn1c(CNC(=O)c2ccco2)nnc1SCC(=O)c1ccc(F)cc1	-2	3	1	0.0	-1.5	-21	-1.8	2.3	-1.3	0.4	-2.4
Nc1sc(-c2ccccc2)cc1C(=O)NCCc1ccc(Cl)cc1	-14	2	2	1.6	.	0	-0.6	.	-0.9	0.2	-0.7
N#CC1=C(N)NC(=S)C(C(N)=O)C1c1ccc(Cl)cc1Cl (centres undefined)	-5	3	6	-0.8	-0.7	2	-1.8	-2.2	-1.6	0.0	0.1
O=C(Cn1ccnc1[N+](=O)[O-])NCc1ccccc1	1	-3	0	1.1	0.3	1	-2.4	2.2	-1.9	2.4	-3.0
O=S(=O)(Cc1ccccc1)N1CCN(Cc2ccc(F)cc2Cl)CC1	-3	-3	-1	-0.4	-0.5	-5	-1.5	0.7	-1.4	-1.3	-1.2
O=C1CCCN1Cc1ncnn1-c1ccccc1	4	-5	-3	0.6	0.8	5	-0.5	0.0	-1.2	-0.6	0.8
CN(Cc1ccc(OC(F)F)cc1)C(=O)c1ccc(S(=O)(=O)N(C)c2ccccc2)cc1	-4	14	0	-2.6	-0.5	-15	-3.1	-0.1	-2.3	-0.4	-2.6
O=C(NCCCn1ccnc1)c1sc2cccc(F)c2c1Cl	-8	2	4	-1.2	1.1	-8	-0.8	-0.9	-1.6	-1.1	0.1
Cc1c(NC(=O)c2ccc(Cl)s2)c(=O)n(-c2ccccc2)n1C	-1	-2	-3	-0.1	0.2	19	0.2	0.9	-1.4	-0.7	0.1
Cc1ccc(S(=O)(=O)N(C)C)cc1NC(=O)CCNC(=O)c1ccco1	-4	-4	1	0.0	-1.2	4	0.5	-1.1	-0.8	0.6	-1.1
CC(=O)NC(N(C#N)c1nc(Cl)nc(N(C)C)n1)C(Cl)(Cl)Cl (centres undefined)	-2	1	-3	0.2	0.0	-3	0.9	1.4	-0.9	0.8	-0.4
CCC(C)N(C(=O)COc1ccc(Br)cc1C=O)C1CCS(=O)(=O)C1 (centres undefined)	-12	-2	-3	-1.4	-0.5	13	0.4	3.2	-1.0	-0.5	-2.4
CC(=O)Nc1cccc(-c2ccnc3c2CC(C)(C(=O)Nc2cccc(OC(F)(F)F)c2)O3)c1 (centres undefined)	3	7	-3	-3.0	.	-12	-3.0	-5.0	-1.1	-1.1	0.5
Cn1c(-c2ccccc2)cnc1SCc1nc2ccccc2c(=O)[nH]1	-15	-4	6	2.8	1.3	2	1.6	6.2	-0.2	10.0	-1.9
O=c1c2nccnc2[nH]c(=S)n1Cc1ccccc1Cl	-7	-6	0	-0.1	-0.2	8	-0.2	2.4	-0.6	1.4	-0.3
CCN(CC(=O)Nc1c(F)cccc1F)C(=O)c1cc([N+](=O)[O-])ccc1N1CCOCC1	0	6	-2	2.0	-0.7	9	-1.3	-0.7	-0.4	4.8	-0.2
O=C(CCNC(=O)OCC1c2ccccc2-c2ccccc21)NOCc1ccccc1	2	11	-5	-1.4	-1.5	8	1.9	1.3	0.2	-2.3	0.7
Cc1nc2cc(C(F)(F)F)ccc2n1C	1	5	-3	0.0	0.3	5	-1.7	-1.9	-0.6	-0.8	-0.4
Cc1c(Cl)cccc1S(=O)(=O)Nc1ccnn1C	-8	-2	-1	0.2	4.3*	-2	-1.2	2.0	-1.4	1.9	1.7
CCCCN(C)CCNC(=O)C(NC(=O)C1CCC(C)CC1)C(C)C (centres undefined)	5	8	-5	0.3	-1.6	14	-0.7	-1.6	-1.3	0.5	0.6
OCCNCC(O)Cn1c2ccccc2c2ccccc21 (centres undefined)	-10	-3	-3	-0.7	0.4	3	-0.5	-0.1	-1.8	0.8	3.9
O=C(Nc1ccccc1F)Oc1cccc(OC(=O)Nc2ccccc2F)c1	4	0	3	0.3	2.1	1	4.2	0.7	-0.7	1.6	-1.1
O=c1c2ccccc2ncn1-c1ccc(Br)cc1[N+](=O)[O-]	-1	-2	3	0.1	3.0	2	-1.3	1.0	-0.5	2.4	-3.7

One compound at a time, as listed above.
CCN(CC(=O)Nc1c(F)cccc1F)C(=O)c1cc([N+](=O)[O-])ccc1N1CCOCC1 reads PLCb3 inh = 0; Rev-erbA mod = 6; SMARCA2 act = -2; DAX1 inh-1 = 2.0; DAX1 inh-2 = -0.7; sPLA2-III inh = 9; hcDAF12 agonist = -1.3; GAA850 FXN act = -0.7; ssDAF-12 act = -0.4; hgDAF12 agonist = 4.8; PG9 Ab binder = -0.2
CCC(C)N(C(=O)COc1ccc(Br)cc1C=O)C1CCS(=O)(=O)C1 (centres undefined) reads PLCb3 inh = -12; Rev-erbA mod = -2; SMARCA2 act = -3; DAX1 inh-1 = -1.4; DAX1 inh-2 = -0.5; sPLA2-III inh = 13; hcDAF12 agonist = 0.4; GAA850 FXN act = 3.2; ssDAF-12 act = -1.0; hgDAF12 agonist = -0.5; PG9 Ab binder = -2.4
CCCCN(C)CCNC(=O)C(NC(=O)C1CCC(C)CC1)C(C)C (centres undefined) reads PLCb3 inh = 5; Rev-erbA mod = 8; SMARCA2 act = -5; DAX1 inh-1 = 0.3; DAX1 inh-2 = -1.6; sPLA2-III inh = 14; hcDAF12 agonist = -0.7; GAA850 FXN act = -1.6; ssDAF-12 act = -1.3; hgDAF12 agonist = 0.5; PG9 Ab binder = 0.6

(listing goes on)
SMILES	PLCb3 inh	Rev-erbA mod	SMARCA2 act	DAX1 inh-1	DAX1 inh-2	sPLA2-III inh	hcDAF12 agonist	GAA850 FXN act	ssDAF-12 act	hgDAF12 agonist	PG9 Ab binder
CCOC(=O)c1c(NC(=O)CSc2nnc3c(Cl)cc(Cl)cn23)sc2c1CCC2	-4	8	-4	0.6	0.1	-28	-1.4	-2.6	-1.5	-0.5	-1.3
COc1ccc(NC(=O)C2CC(=O)N(c3cc(C)ccc3C)C2)cc1 (centres undefined)	2	2	1	0.0	1.1	2	0.5	0.2	-1.2	-1.2	-0.2
S=C(Nc1ccc(Br)cc1)Nc1ccc2c(c1)OCCO2	-8	-5	4	2.2	0.2	11	1.7	2.3	-0.5	9.6	-0.5
CCOP(=O)(OCC)C(NC(=O)Nc1ccc(C)cc1)C(N)=O (centres undefined)	-1	-5	3	-0.4	.	4	-1.5	0.4	-1.4	1.8	-1.9
CCOc1ccc(-n2ccnc(SCC(=O)Nc3cccc(OC)c3)c2=O)cc1	-45	1	-5	0.3	-1.7	5	-1.8	2.1	-1.2	0.5	0.1
O=C(Nc1ccccc1Cl)NC1CCCCCCC1	-1	-1	2	5.2*	1.8	-2	0.8	4.6	-0.6	6.0	-3.7
NC(=O)c1cc2ccc(O)cc2oc1=Nc1ccccc1	i	4	7.9*	3.5	-0.5	-9	3.9	-3.1	-0.1	12*	-2.6
CNC(=S)NNc1nc(N2CCOCC2)nc(N2CCOCC2)n1	1	-2	-4	0.6	-0.2	12	-1.3	2.1	-0.8	-2.8	-0.3
COc1ccc(C)cc1NC(=O)CCC(=O)Nc1nnc(C2CCCCC2)s1	2	6	0	0.1	0.2	3	-1.4	0.0	-0.9	0.0	0.7
O=S(=O)(CCN1CCOCC1)c1ccc(OC(F)(F)F)cc1	-3	-5	4	-0.8	3.0	0	1.2	0.6	-0.6	2.3	-2.2
O=c1c2ccccc2nnn1CSc1nc2cc(Cl)ccc2c(=O)n1Cc1ccco1	0	0	-2	0.0	.	2	0.0	.	-0.8	-0.4	0.7
NC(N)=Nc1nc(-c2ccccc2)c2cc(Cl)ccc2n1	-77	-1	-1	-0.5	-0.8	-4	-2.0	1.4	-1.6	0.5	0.4
CC(=O)c1cccc(NC(=S)NC(=O)c2ccc(Cl)cc2)c1	-1	0	8	1.0	2.3	13	0.9	5.4	-1.0	8.6	-1.7

Part of the list above, limited to PG9 Ab binder, sPLA2-III inh and hcDAF12 agonist:
structure	PG9 Ab binder	sPLA2-III inh	hcDAF12 agonist
NC(=O)c1cc2ccc(O)cc2oc1=Nc1ccccc1	-2.6	-9	3.9
S=C(Nc1ccc(Br)cc1)Nc1ccc2c(c1)OCCO2	-0.5	11	1.7

From PubChem BioAssay
